NR2E3 ag-1: human photoreceptor-specific nuclear receptor agonism; Q9Y5X4; CHO-S Gal4-NCOR/VP16-NR2E3 two-hybrid, luciferase; inhibition of corepressor binding, % at 3.98 µM; 360,000 tested, 0.35% active; AID 602229;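 active means inhibition above the mean of all tested compounds plus 3 SD, cut at about 70% in these data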;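 further: 0% = DMSO with NR2E3 transfected cells and 100% = cells lacking NR2E3 construct; higher means lower luciferase signal from less NR2E3 corepressor binding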
Target sequence (Q9Y5X4 whole entry, looked up, the tested form may be a part): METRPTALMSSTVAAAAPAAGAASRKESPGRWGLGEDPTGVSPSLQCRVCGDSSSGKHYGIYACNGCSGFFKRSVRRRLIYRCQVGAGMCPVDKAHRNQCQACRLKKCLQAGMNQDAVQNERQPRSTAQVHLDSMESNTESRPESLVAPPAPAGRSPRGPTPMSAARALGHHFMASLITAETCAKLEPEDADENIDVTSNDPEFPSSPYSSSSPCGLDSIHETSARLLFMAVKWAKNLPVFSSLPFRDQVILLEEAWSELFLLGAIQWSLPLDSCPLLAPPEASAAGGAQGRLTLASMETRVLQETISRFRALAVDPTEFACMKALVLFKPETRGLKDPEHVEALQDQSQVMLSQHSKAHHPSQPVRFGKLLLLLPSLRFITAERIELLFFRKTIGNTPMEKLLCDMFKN
Peg3 promoter: reduces Peg3 promoter-driven luciferase expression in HeLa; HeLa PEG-Prom luciferase reporter, luminescence, overnight; inhibition, % at 20 µM; 360,000 tested, 1.7% active; AID 588405;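 active means inhibition of at least 50% at 20 µM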
TRPM1 prom inh: reduces MITF-dependent TRPM1 promoter luciferase signal | 330,000 tested, 0.83% active | SK-MEL-5 TRPM1 promoter luciferase, 24 h | inhibition, % at 12.5 µM;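 active means mean inhibition across replicates of 60% or more, whatever share of single replicates reaches that level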; further: values of inactives mirror those of a sister screen read the other way
Shn3 inh set2: reduces Shn3 3'UTR luciferase signal in osteoblasts. Clone20 osteoblast Shn3 3'UTR firefly luciferase, 24 h. inhibition, % at 12.5 µM. 360,000 tested, 0.52% active;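 active means mean inhibition of at least 75% with every replicate also reaching 75%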;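 further: 0% = median of neutral control wells and 100% = pilot-screen positive control compound; some compounds past the cut are filed as inactive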
hiPSC survival: enhancers of human iPSC single-cell survival. 360,000 tested, 0.044% active. survival enhancement, % at 20 µM. hiPSC single-cell survival, ATPlite luminescence; 100% = ROCK inhibitor wells, 0% = DMSO; in the data active means survival enhancement above about 18%;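 further: cells exposed to compounds for 16 hours before the ATP read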
NR2E3 ag-2: NR2E3 (human) agonism | Q9Y5X4 | GST-NR2E3/biotin-RetCOR TR-FRET, 1536-well | inhibition of corepressor binding, % at 4.78 µM | 320,000 tested, 0.12% active | AID 2300;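 active means percent inhibition above the cutoff of mean plus 3 SD of all tested compounds, set per screening campaign, cut at about 20% in these data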;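 further: 0% = DMSO wells and 100% = biotin wells as full block of FRET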
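Format: 1536-well format; test system: GST-NR2E3 and biotin-RetCOR proteins; read-out basis: percent inhibition of TR-FRET ratio; timing: 5 h incubation at 4 °C; detection: time-resolved FRET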
m5-HT2A agonist: mouse HTR2A agonism via beta-arrestin recruitment | CHO-K1 mHTR2A beta-arrestin complementation, luminescence; percent of 30 µM serotonin response | 360,000 tested, 0.66% active | activation, % at 7.6 µM;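 active means activation above a run cutoff, the mean activation of all tested compounds plus 3 SD, cut at about 14% in these data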;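 further: 0% = plate median of compound wells and 100% = 30 µM serotonin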
CaV13 ICDI inh: Primary screen for inhibitors of IQ motif and Ca2+-dependent inactivation inhibitor domain binding in CACNA1D, Förster resonance energy transfer in living cells, …; 340,000 tested, 0.098% active; HEK cells, CFP/YFP FRET ICDI-IQ, plate reader, 10 min; percent FRET-ratio fall versus neutral wells; inhibition, % at 12.3 µM;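 active means mean replicate inhibition of at least 30% and at least 1% of replicates passing that level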;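 further: 0% = median of the neutral control wells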
PDI turbidity: inhibitors of human protein disulfide isomerase. P07237. PDI insulin aggregation turbidity, A650, 90 min. inhibition, % at 10 µM. 350,000 tested, 0.052% active. AID 588391;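 active means mean inhibition across replicates of 30% or more, whatever share of single replicates reach that level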;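 further: absorbance from insulin aggregation driven by PDI reduction with DTT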
Target sequence (P07237 whole entry, looked up): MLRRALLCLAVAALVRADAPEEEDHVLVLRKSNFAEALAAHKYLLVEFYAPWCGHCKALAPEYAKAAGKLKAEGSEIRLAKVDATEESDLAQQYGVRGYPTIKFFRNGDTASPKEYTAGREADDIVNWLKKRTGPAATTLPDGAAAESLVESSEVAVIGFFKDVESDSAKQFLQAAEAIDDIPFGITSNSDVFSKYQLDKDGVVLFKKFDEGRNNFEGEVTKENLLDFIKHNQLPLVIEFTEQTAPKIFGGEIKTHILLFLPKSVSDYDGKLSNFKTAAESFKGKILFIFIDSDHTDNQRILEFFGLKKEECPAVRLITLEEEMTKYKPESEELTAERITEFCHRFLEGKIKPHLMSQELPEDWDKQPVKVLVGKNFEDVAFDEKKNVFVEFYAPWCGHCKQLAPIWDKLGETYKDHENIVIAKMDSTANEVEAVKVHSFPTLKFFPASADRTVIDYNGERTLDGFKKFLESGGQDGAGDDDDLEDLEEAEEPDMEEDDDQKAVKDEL
Cardio protect: modulators protecting cardiomyocytes from myocardial damage | H9c2 cardiomyocytes, H2O2 injury protection, ATPLite, 2 h | protection from H2O2 cell death, % at 20 µM | AID 588492 | 360,000 tested, 0.63% active;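 active means compounds giving at least 50% protection of heart cells from peroxide-induced death in the single-dose screen, raw or plate-pattern-corrected value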;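 further: 0% = DMSO wells with peroxide and 100% = DMSO wells without peroxide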
HIF-2a inh: inhibitors of HIF-2a; AID 624352; inhibition, % at 18.8 µM; 786-0 RCC cells HIF-2a reporter, luciferase luminescence, overnight; 360,000 tested, 0.72% active;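 active means inhibition of the luminescence signal of 40% or more relative to plate controls, in a single-dose primary screen at 18.75 µM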
An asterisk follows results filed as active; · = no result given; & = joins results of further samples.

SMILES	NR2E3 ag-1	Peg3 promoter	TRPM1 prom inh	Shn3 inh set2	hiPSC survival	NR2E3 ag-2	m5-HT2A agonist	CaV13 ICDI inh	PDI turbidity	Cardio protect	HIF-2a inh
COC(=O)[C@]1(Cc2ccccc2)N[C@H](CN(C)C(=O)Nc2ccc(C)cc2)[C@@H]2C(=O)N(C)C(=O)[C@@H]21	-5.2	-6.5	-3.4	-27.3	1.6	·	-0.9	-2.8	-17.2	5.4	-11.8
COC(=O)c1ccc(N2C(=O)CC(N(C)Cc3ccccc3)C2=O)cc1 (stereo not given)	-16.5	18.1	1.7	3.5	6.0	-0.3	5.0	·	-0.8	12.1	21.1
O=C(COc1ccc(S(=O)(=O)Nc2ccccc2)cc1)NCc1ccncc1	-10.8	8.4	-6.6	-2.3	0.7	2.7	2.3	-6.1	3.5	0.1	13.0
Cc1nn(-c2cccc(Cl)c2)nc1C(=O)Nc1cccc(C(=O)NC2CC2)c1	-4.0	16.4	-4.2	30.0	1.3	3.8	-2.2	-5.8	-0.5	31.8	-7.4
Cc1ccc(S(=O)(=O)Cn2nnnc2C(C(C)C)N2CCC(C(N)=O)CC2)cc1 (stereo not given)	-11.7	8.9	-3.3	5.3	-0.4	1.7	-7.6	-3.0	-11.5	0.1	1.0
COc1ccc(C2=CSC3=NCCN23)cc1F	-26.1	-2.7	0.4	-6.5	0.4	1.0	1.4	-0.5	3.7	7.2	0.1
COc1cc(C2C(C(=O)c3ccco3)=C(O)C(=O)N2c2cc(C)on2)cc(Br)c1O (stereo not given)	-21.1	-0.6	0.8	-15.6	-1.3	2.3	5.0	-5.4	-2.6	-4.2	9.9
C(=C\c1nc(-c2ccncc2)no1)/c1ccccc1	-131.6	-360.7	-66.0	-48.8	-0.1	-3.5	-4.5	-1.5	7.3	5.4	-293.3
CCOC(=O)C(CCCP(=O)(c1ccccc1)c1ccccc1)(NC(C)=O)C(=O)OCC	8.1	-0.6	3.3	7.5	0.9	4.6	0.8	-17.0	-1.7	2.2	12.7
O=C(CC1SC(=Nc2ccccc2)N(CCCO)C1=O)Nc1ccc(Cl)cc1 (stereo not given)	-13.1	36.0	2.0	-1.3	5.8	2.8	-3.5	·	-1.7	20.2	26.3
CC1(C)CC(=O)C/C(=N/NC(=O)c2ccc(-c3ccccc3)cc2)C1	-22.9	-0.1	-14.3	0.5	2.1	-0.2	-10.0	-4.6	0.3	0.4	0.4
CC[C@@]1(c2ccccc2OC)ON(c2ccccc2C(F)(F)F)C1=O	12.9	80.7*	51.9	-5.3	-1.1	-4.3	-2.0	-4.9	7.4	-10.0	14.0

Ordered by the number under Shn3 inh set2 (falling): 3 of the compounds above
structure	Shn3 inh set2
Cc1ccc(S(=O)(=O)Cn2nnnc2C(C(C)C)N2CCC(C(N)=O)CC2)cc1 (stereo not given)	5.3
O=C(COc1ccc(S(=O)(=O)Nc2ccccc2)cc1)NCc1ccncc1	-2.3
CC[C@@]1(c2ccccc2OC)ON(c2ccccc2C(F)(F)F)C1=O	-5.3

Individual results from the list:
Under Cardio protect, `COC(=O)[C@]1(Cc2ccccc2)N[C@H](CN(C)C(=O)Nc2ccc(C)cc2)[C@@H]2C(=O)N(C)C(=O)[C@@H]21` is listed with 5.4
Under Shn3 inh set2, `O=C(COc1ccc(S(=O)(=O)Nc2ccccc2)cc1)NCc1ccncc1` is listed with -2.3

Following part
SMILES	NR2E3 ag-1	Peg3 promoter	TRPM1 prom inh	Shn3 inh set2	hiPSC survival	NR2E3 ag-2	m5-HT2A agonist	CaV13 ICDI inh	PDI turbidity	Cardio protect	HIF-2a inh
O=C(CN1C(=O)NC2(CCCC2)C1=O)Nc1ccc(F)c(Cl)c1	-15.0	6.2	4.2	10.5	-0.4	-1.4	-6.0	-2.2	1.7	7.2	10.4
O=S(=O)(NCc1csc(-c2cccnc2)n1)c1ccc(Br)cc1	-5.2	11.5	-6.4	-8.4	-0.5	0.5	8.2	-2.7	-9.2	-2.0	11.4
CCN(C(=O)COC(=O)CCOc1cc(C)ccc1C)c1c(N)n(Cc2ccccc2)c(=O)[nH]c1=O	-11.5	12.4	12.0	11.8	-1.0	·	3.0	-7.0	-23.5	5.2	19.8
O=S(=O)(/N=C(/Nc1cc(N2CCOCC2)ncn1)c1ccc(F)cc1)c1ccccc1	-6.4&-2.8	7.0&-50.2	-2.6&-32.4	79.0&-3.0	2.7&2.0	4.8	-2.9&-2.3	-10.2&-9.8	-16.1&1.8	7.3&0.6	6.8&-54.0
COCCNc1ncnc2c1ncn2[C@H]1CN(CCN2CCOCC2)C[C@@H](CO)O1	11.9	0.6	·	9.6	-0.8	·	-3.1	-10.3	-4.0	4.7	-0.5
Cc1ccc(N(C)S(=O)(=O)c2cc3c(cc2C)NC(=O)CO3)cc1	25.9	-0.7	·	10.1	1.0	-0.7	2.1	-5.8	·	-5.6	-1.3
COc1cc(CNCCc2ccc(S(N)(=O)=O)cc2)ccc1OCC(=O)NC(C)(C)C	4.0	14.4	9.6	-8.2	4.6	-0.2	0.3	-18.8	1.0	-0.1	11.3
Cc1ccc(-c2nnc(NC(=O)c3ccco3)s2)cc1	-56.6	-291.2	-55.3	-49.6	-0.3	4.2	4.6	-3.4	6.6	-10.1	-198.4
Cc1cc(NC(=O)CN2C(=O)NC(C)(c3ccccc3)C2=O)no1 (stereo not given)	-4.8	5.4	5.7	2.6	0.3	5.6	0.8	-5.5	14.8	2.6	6.7
COc1cccc(CN(C)C(=O)Cn2cc(C)c(=O)[nH]c2=O)c1	-28.5	-11.4	-4.2	0.8	-0.3	·	12.8	-9.4	0.6	9.9	9.9
Cc1ccc(-c2nc3ccc(C)cn3c2Cc2ccsc2)cc1	-114.6	-228.9	·	-34.9	0.2	·	-5.5	-6.5	·	-9.3	-197.9
CC1CCC(NC(=O)C2c3ccccc3C(=O)N2Cc2ccc3c(c2)OCO3)CC1 (stereo not given)	-36.5	27.2	-2.9	11.9	-0.4	-2.9	-7.2	-4.5	-7.9	18.2	15.6
CN(Cc1ccco1)S(=O)(=O)c1nnc(NC(=O)c2ccc(F)cc2)s1	-11.0	-0.4	4.5	-7.7	-0.4	6.7	3.8	-5.1	-2.0	-3.5	-38.0
CCOC(=O)c1c(NC(=O)c2nn(CC)cc2Br)c(C#N)nn1-c1ccccc1	-16.6	26.3	-3.2	12.8	2.0	0.7	-5.3	-4.2	-1.0	9.9	27.0
CC(C)(C)OC(=O)N1CCN(c2ccc(CNC(=O)c3ccc(Cl)cc3)cc2)CC1	10.5	-2.1	30.6	43.8	3.4	1.4	-4.4	-3.6	5.3	-9.6	-1.9
Cn1c(SCc2ccccc2Cl)nnc1-c1cnccn1	-60.1	11.2	-78.8	-88.2	0.1	1.7	0.6	-5.7	-0.6	-3.8	8.9
Cc1cccc(NC(=S)Nc2cccc(C)n2)n1	25.2	-10.1	-18.4	-19.6	-0.6	-0.6	1.4	-2.3	-2.9	-1.6	-126.6
CN1C=CC=C/C1=C1\SC(=S)N(c2ccccc2)C1=O	2.5	0.6	-17.2	-29.1	0.2	-4.0	1.2	-4.4	-2.0	3.2	-32.8
CCOCCn1c(CCCO)nc2ccccc21	-8.9	-0.9	-3.3	-2.9	5.5	-2.7	2.2	-4.0	-3.0	-6.2	7.0
O=C(Nc1c2c(nn1-c1ccccc1)CS(=O)C2)c1ccc2c(c1)OCO2 (stereo not given)	-2.5	0.7	2.2	7.6	-0.3	0.3	-3.4	-6.0	0.5	15.9	-3.5
COc1ccc(N(CC(=O)Nc2ccc(C)c(C)c2)S(=O)(=O)c2c(C)noc2C)cc1	9.5	30.5	6.4	17.2	-0.4	2.0	-8.3	-2.4	1.8	-8.9	8.5
COc1ccc(CNC(=O)CSc2nnc3c(n2)[nH]c2ccc(F)cc23)cc1	-8.7	12.4	-3.1	-4.7	-0.5	2.9	-0.2	-5.2	1.0	1.0	-8.5
CC(C)c1ccc(CN(C(=O)c2ccco2)C2CCS(=O)(=O)C2)cc1 (stereo not given)	-42.8	-7.5	-1.7	-8.1	1.1	4.4	3.0	-4.1	20.4	-12.1	0.5
Oc1ccccc1-c1nc(NCC2CCCO2)c2ccccc2n1 (stereo not given)	4.6	35.5	14.9	19.9	4.4	4.0	-0.9	-9.0	-0.7	-9.8	-10.4
COc1cc(N/C(=N/S(=O)(=O)c2ccccc2)c2ccccc2)ncn1	-35.9	-41.1	-30.9	-43.3	-1.0	3.0	-1.2	-4.4	-1.1	3.1	-61.6
COC(=O)c1ccc(NC(=O)C2CC(=O)N(c3cc(C)ccc3C)C2)cc1 (stereo not given)	6.8	-0.1	17.7	7.5	-0.2	1.0	-1.5	·	12.2	0.1	15.7
CCn1c(C)cc(/C=C2\NC(=O)N(CC(=O)Nc3ccc(F)cc3)C2=O)c1C	18.6	19.1	6.0	6.8	0.2	0.5	8.3	-1.4	0.4	2.5	9.6
COc1cc(NC(=O)Cn2nnc(-c3ccccc3N)n2)cc(OC)c1	-8.1	9.6	-6.6	-10.2	-1.3	-3.6	2.9	·	0.9	0.0	4.7
COc1ccc(S(=O)(=O)N(NC2=NS(=O)(=O)c3ccccc32)C(=O)C(C)C)cc1	-5.5	4.7	2.9	14.6	1.7	-0.5	8.0	6.1	2.9	3.2	5.0
O=C(COC(=O)c1ccncc1)Nc1cccc(Cl)c1	-21.6	1.5	-2.5	2.0	2.2	-0.7	-2.2	·	-1.6	-0.3	4.2
O=C(CCCNS(=O)(=O)c1cccc2nsnc12)NCc1ccccc1	-12.7	-1.8	-1.3	4.1	-1.1	2.9	1.8	-4.5	6.8	-2.7	-10.7
NS(=O)(=O)c1ccc(CCNC(=O)CNC(=O)c2ccc(F)cc2)cc1	4.4	0.6	-0.6	-8.9	-0.6	1.8	-7.6	-5.7	-3.4	-0.8	8.6
CN(CC(=O)Nc1ccccc1Cl)CC(=O)Nc1sc2c(c1C(N)=O)CCC2	-21.0	5.8	11.0	13.6	-0.4	2.5	-3.2	-6.4	2.5	2.6	-3.5
O=C(CSc1ncc(S(=O)(=O)c2ccccc2)c(=O)[nH]1)Nc1ccccc1Cl	-52.0	-5.0	5.5	4.7	-0.4	4.5	-3.8	-7.6	0.1	1.3	12.2
COc1ccc(NC(=O)CN(C)CCOc2ccc(Cl)cc2)cc1OC	-15.8	15.2	9.0	-0.5	1.2	0.7	-8.5	-13.4	1.8	2.7	16.1
Cc1c(C(=O)N(CCc2ccccc2)Cc2ccccc2)cccc1[N+](=O)[O-]	6.3	18.0	-7.9	-4.8	-0.5	1.0	-9.0	-5.3	-0.9	-1.4	-5.9
COc1ccc(OC)c(NS(=O)(=O)c2ccc(Cl)nc2)c1	-9.2	2.3	-8.1	-11.6	3.4	-1.2	0.5	-6.7	-1.0	2.4	20.5
O=C(c1ccc2c(c1)OCO2)N1CCNc2ccccc2C1	5.0	-30.7	-3.6	-5.1	1.5	3.9	4.7	-1.6	-8.3	0.1	-20.7
Cc1ccc(Nc2cc(Cl)nc(N)n2)c([N+](=O)[O-])c1	10.8	-43.6	-2.5	25.7	-0.8	·	-1.9	-9.2	17.3	-1.1	-62.8

From PubChem BioAssay
